# Screening results as filed in PubChem BioAssay.
# miR122 inh: miR-122 inhibition in Huh7 cells | actives 0.3% (n = 340,000) | activation (reporter increase), % at 12.5 µM | Huh7 miR-122 Renilla luciferase sensor, 48 h; neutral wells = 0, positive control = 100;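 active = mean replicate activation score at least 90 and every replicate individually at or above 90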;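 also: higher luciferase means less miR-122 activity so hits act as miR-122 inhibitors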
# Statin myotox sup: suppressors of simvastatin-induced myotoxicity in C2C12 myotubes. actives 0.78% (n = 330,000). ATP luminescence, 48 h; scaled: DMSO 0, geranylgeraniol control 100. rescue of ATP level, % at 7.49 µM;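 active = mean ATP rescue above about 67%, or every replicate alone reaching that limit, limit read from the data, passing the limit was not always enough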;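 also: myotubes were challenged with 10 µM simvastatin during compound exposure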
# CFTR F508del cor: CFTR F508del correction in bronchial cells; CFBE cells, YFP halide quenching; stimulated with forskolin plus potentiator P3; % fluorescence drop versus neutral controls; activity (quench increase), % at 7.58 µM; actives 0.36% (n = 350,000); AID 720511;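 active = mean added fluorescence quench of at least 8% versus neutral control, with both replicates also reaching 8%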;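 also: cells transiently co-express mutant CFTR-F508del with the halide-sensitive YFP; corrector assay measuring rescue of mutant channel to the surface after 24 h compound exposure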
# Cneo AK release: causes C. neoformans cell lysis; adenylate kinase release luminescence, 4 h; normalised: neutral wells 0, clomiphene wells 100; actives 0.2% (n = 360,000); AID 651654; lysis activity, % at 15 µM;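 active = mean lysis activity across replicates of at least 80%, whatever share of replicates individually reach that level; inactive = mean lysis activity below 80%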
#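 Material – Cryptococcus neoformans yeast cells · Quantity – 5 × 10^6 yeast cells/mL · Buffer or medium – YPD medium · Compound – single dose · Timing – 4 h static compound exposure, 37 °C, read 1 h post-reagent · Signal – adenylate kinase release luminescence · Read-out basis – lysis from increased AK signal · Benchmarks – Clomiphene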
# INS-1E GSIS act: primary screen for activators of insulin secretion dependent on glucose, INS-1E cells, GLuc reporter luminescence. INS-1E GLuc reporter insulin secretion, 2-3 h. activation, % at 16.6 µM. actives 0.61% (n = 370,000). AID 743287;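 active = lowest replicate activation of at least 40%, so every replicate reaches that level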;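 also: 0% = median of neutral control wells and 100% = median of IBMX positive control wells; some compounds called inactive have numbers as strong as hits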
# PGC1a acetyl inh: PGC1a acetylation modulation, inhibitor mode | actives 0.17% (n = 350,000) | U2OS PGC1a acetylation, AlphaScreen anti-acetyl-lysine; with virally co-expressed GCN5 acetyltransferase | AID 651687 | inhibition, % at 15.6 µM;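 active = every replicate shows inhibition of at least 40%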;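 also: 0% = neutral control wells and 100% = positive control wells; some results beyond the cut were filed as inactive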
# PglD inh: blocks C. jejuni PglD acetyltransferase activity; purified PglD enzyme, DTNB colorimetric CoA detection; inhibition, % at 12.5 µM; actives 0.098% (n = 360,000); in the data active = inhibition above about 16%, passing the limit was not always enough; also: strong numbers were not always called active
# FN deposition inh: fibronectin deposition inhibition | AH1F fibroblasts, Alexa488-fibronectin deposition fluorescence, overnight | inhibition, % at 12.6 µM | actives 0.086% (n = 350,000);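 active = mean inhibition across replicates of 30% or more, regardless of how many single replicates reach that level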;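 also: positive control wells lacked labelled fibronectin entirely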
#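 Material: AH1F fibroblasts assembling fluorescent fibronectin matrix; amount: 10000 AH1F cells/well; medium: DMEM, 2% serum; reagent: Alexa488-fibronectin, 24 nM final in well; dosing: single compound dose, delivered by pin transfer; incubation: 1 h adhesion, overnight exposure; detection: fluorescence after three HBSS washes, excitation 485 nm, emission 525 nm; measure: fibronectin deposition inhibition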
# * marks the source's active call; other numbers are inactive results; . = no result given; & = joins results of further samples; [ ] = another dose, or the depositor's remark.
SMILES,miR122 inh,Statin myotox sup,CFTR F508del cor,Cneo AK release,INS-1E GSIS act,PGC1a acetyl inh,PglD inh,FN deposition inh
COc1ccc(C(=O)NCC2(c3ccccc3)CCOCC2)cc1[N+](=O)[O-],42,37,.,.,37,.,.,-4
CC1(C(=O)Nc2nnc(SCc3ccccc3)s2)Cc2ccccc2C(=O)O1 (stereo unspecified),1,29,.,0,2,-2,-8,24
Cc1cc(=O)oc2c3c(cc(OCC(=O)N[C@@H](Cc4ccccc4)C(=O)O)c12)OC(C)(C)CC3,4,8,5.0,0,19,5,1,.
CC1C(=O)N(Cc2cn(Cc3ccco3)nn2)CCS(=O)(=O)N1Cc1ccc(-c2ccc(Cl)c(Cl)c2)cc1 (stereo unspecified),-5,-2,1.4,-2,0,.,-1,-7
COc1ccccc1OCC(=O)N/N=C/c1cccc2cccnc12,.,7,3.9,1,8,.,1,5
O=S(=O)(Nc1ccccc1Cl)c1cccc2nsnc12,4,2,2.5,-5,-2,-13,1,-6
CC(=O)Nc1cccc(OCC(=O)NS(=O)(=O)c2ccc(Cl)cc2)c1,1,-11,.,1,.,0,4,.
CCC(=O)N1[C@H](CN(C)C(=O)c2cccc(F)c2)[C@@H](c2ccccc2)[C@@H]1CO,0[16.7 µM],-4,-2.2,0,8,-3,0,-2
O=C(O)c1ccc(N/N=C/C2=Cc3ccccc3OC2)cc1,10,12,-2.4,-3,-14,-7,-11,-11
C[C@@H]1CN([C@H](C)CO)S(=O)(=O)c2ccc(C#Cc3ccccc3)cc2O[C@H]1CN(C)C(=O)Nc1ccc2c(c1)OCO2,9,-32&-104&-105,-1.2&4.5&6.7,1&-1&-2,-5&-7,-7&-21&-32,1&2&4,-8&-1
O=C(C[C@H]1C=C[C@H](NC(=O)Nc2ccc3c(c2)OCO3)[C@H](CO)O1)NCCCN1CCOCC1,.,-6,-6.4,-2,2,-2,2,-18
O=C(NCC[C@@H]1CC[C@@H](NS(=O)(=O)c2cccc(F)c2)[C@H](CO)O1)C1CCOCC1,.,2,-0.1,3,2,-6,-3,.
CSc1cccc(NC(=O)CSc2ccccc2)c1,-3,14,.,2,-11,-2,13,-3
CN(C)CC(=O)N[C@@H]1CC[C@@H](CCNC(=O)C2CCCC2)O[C@H]1CO,7[16.7 µM],3,1.2,0,-9,12,-2,.
COc1ccc(S(=O)(=O)N2CCCCN3[C@H](C2)[C@H](c2ccc(C4=CCCCC4)cc2)[C@@H]3CO)cc1,4[16.7 µM],.,-1.2,-2,.,-6,0,.
Cc1cccc(-n2ccc(=O)c(C(=O)Nc3ccc(S(=O)(=O)N4CCOCC4)cc3)n2)c1,3,-15,-1.9,-1,-6,.,-1,-2
C[C@H](CO)N1C[C@H](C)[C@H](CN(C)C(=O)c2cccc(F)c2)Oc2cc(-c3ccncc3)ccc2S1(=O)=O,3[16.7 µM],-9,.,-18,25,-1,-3,-1
COc1cc(/C=N/NC(=O)CCn2c3ccccc3c3ccccc32)cc(OC)c1OC,.,.,.,-4,11,.,1,7
O=C(C[C@H]1CC[C@H]2[C@@H](COC[C@H](O)CN2C(=O)c2ccccn2)O1)N1CCN(c2ccccc2)CC1,2[16.7 µM],-6,3.3&-1.0,3,6&7,-2,-2,2&1
CC1CCN(CC(=O)N2c3ccccc3CCc3ccccc32)CC1,2,-5,.,-2,.,.,3,.
C[C@@H]1CN([C@H](C)CO)C(=O)Cc2cc(NC(=O)Nc3ccc4c(c3)OCO4)ccc2O[C@H]1CN(C)C(=O)NC1CCCCC1,2[16.7 µM],-34,1.7,-1,-3,10,-6,.
C[C@H](CO)N1C[C@H](C)[C@@H](CN(C)C(=O)C2CCCCC2)OCCCC[C@H](C)Oc2ccc(NC(=O)Nc3cccc4ccccc34)cc2C1=O,-2[16.7 µM],.,1.3,-4,5,17,-2,.
Cc1ccc2c(c1)N(CC(=O)NC1CCCC1)C(=O)CO2,-1,3,-0.1,.,16,.,.,10
CC(C)C(OC(=O)c1cccc(S(=O)(=O)NCC(F)(F)F)c1)C(=O)NC(N)=O (stereo unspecified),21,-2,1.4,-2,2,-12,.,-6
CC(=O)Nc1ccc(NC(=O)C2CC(=O)N(c3ccc(Cl)cc3)C2)cc1 (stereo unspecified),-3,.,1.5,0,16,-1,0,10

# Structural class: those above containing an aryl thioether with sulfur outside any ring.
SMILES,miR122 inh,Statin myotox sup,CFTR F508del cor,Cneo AK release,INS-1E GSIS act,PGC1a acetyl inh,PglD inh,FN deposition inh
CC1(C(=O)Nc2nnc(SCc3ccccc3)s2)Cc2ccccc2C(=O)O1 (stereo unspecified),1,29,.,0,2,-2,-8,24
CSc1cccc(NC(=O)CSc2ccccc2)c1,-3,14,.,2,-11,-2,13,-3

# (further entries)
SMILES,miR122 inh,Statin myotox sup,CFTR F508del cor,Cneo AK release,INS-1E GSIS act,PGC1a acetyl inh,PglD inh,FN deposition inh
COCC(=O)N(C)C[C@@H]1Oc2cc(C#C[C@H](C)O)ccc2S(=O)(=O)N([C@@H](C)CO)C[C@H]1C,37[16.7 µM],-4,-0.8,-13,19,-13,8,-23
COc1ccccc1/C=C/C(=O)OCC(=O)NC1CCCCCCC1,-7,2,-1.3,-1,-16,6,-5,-2
Cn1cnc(Sc2ncnc3nc[nH]c23)c1[N+](=O)[O-],1,0,2.1,2,-2,-12,-1,8
CO[C@H]1CC[C@H]2CCOc3c(C#N)cccc3C(=O)N(C)C[C@H](C)C(=O)N(C)C[C@@H]1O2,.,14,-1.4,17,3,-3,2,-7
CSc1nc(=O)[nH]nc1Sc1ccccc1,.,.,-2.4,-1,-9,.,2,7
O=C(NCCCc1ccc(F)cc1)C1CCC(=O)N(CCCN2CCCC2=O)C1 (stereo unspecified),-4,6,-0.8,12,-8,5,3,4
CCc1cc(C(=O)OC)c(NC(=O)CC2Sc3ccc(C(F)(F)F)cc3NC2=O)s1 (stereo unspecified),-4,.,-3.0,10,5,.,3,-6
COc1ccc(S(=O)(=O)Nc2ccccc2C(=O)N2CCOCC2)cc1Br,2,.,-2.1,-7,5,8,-1,3
O=C(C1CCCCC1)N1CCN(C(=O)C2CCCCC2)CC1,2,-18,1.2,-1,-5,-3,-1,.
O=C(c1ccc(Br)cc1)N1CCCC1,1,94*,.,0,.,5,2,-1
COc1ccc(CNC(=O)C(=O)c2cn(CC(=O)N3CCOCC3)c3ccccc23)cc1,0,-7,0.1,0,11,5,1,1
Cc1ccccc1OCC(=O)OC(C)CN1CCN(C)CC1 (stereo unspecified),1,1,.,2,.,23,2,-4
COc1cccc(-c2noc(Cn3nc(C)c([N+](=O)[O-])c3C)n2)c1,2,15,.,.,1,-1,.,.
O=C(O)CSc1ncnc2nc[nH]c12,-5,9,.,6,.,6,-1,.
O=C(CCN1C(=O)c2ccccc2C1=O)NCc1ccncc1,-3,-23,.,-1,.,-12,-4,1
CN1C(=O)c2cc(NC(=O)Nc3ccccc3Cl)ccc2OC[C@@H]2O[C@@H](CC(=O)O)CC[C@H]21,-27[16.7 µM],10,-1.0,0,-1,-5,-1,-7
O=C(/C=C/c1ccco1)Nc1sc2c(c1C(=O)O)CCC2,1,-38,0.1,.,15,4,.,.
Cc1[nH]n(-c2ccc([N+](=O)[O-])cc2)c(=O)c1/C=N/N1CCOCC1,.,-12,2.4,.,5,-1,.,-11
Cc1onc(-c2ccccc2Cl)c1C(=O)Nc1nnc(-c2ccc(Cl)cc2Cl)s1,.,-4,-2.8,16,.,.,1,2
C[C@H](NC(=O)[C@@H]1N[C@@H]2c3ccc(-c4ccc(C(=O)N(C)C)cc4)c(=O)n3C[C@@H]2[C@H]1CO)c1ccccc1,-1[16.7 µM],-5,-3.9,-2,13,-3,3,.
C=CCNC(=O)CN1N=C(c2ccc(C)cc2)CCC1=O,.,6,0.7,-3,5,2,-1,7
C[C@@H]1CN([C@H](C)CO)C(=O)Cc2cc(NC(=O)Nc3cccc4ccccc34)ccc2O[C@H]1CN(C)Cc1ccc(C(F)(F)F)cc1,1[16.7 µM],57,2.4,0,7,-1,-1,.
CCCCN(C(=O)c1ccc(-c2ccc(Cl)cc2)o1)c1c(N)n(CC(C)C)c(=O)[nH]c1=O,-9,-67,-5.5,0,-5,5,2,-5
CC1Oc2ccccc2C=C1/C=N/NC(=O)[C@@H](C)NC(=O)OC(C)(C)C (stereo partly specified),.,.,-3.3,.,-30,3,.,-7
CCC(=O)NC(Nc1sc2c(c1C(=O)OC)CCCC2)(C(F)(F)F)C(F)(F)F,1,5,.,-10,.,-6,11,-2
SMILES,miR122 inh,Statin myotox sup,CFTR F508del cor,Cneo AK release,INS-1E GSIS act,PGC1a acetyl inh,PglD inh,FN deposition inh
C[C@H](CO)N1C[C@H](C)[C@@H](CN(C)C(=O)c2ccc(F)cc2)Oc2ncc(C#CCN(C)C)cc2C1=O,-1[16.7 µM],8,-0.4,-4,-1,4,-2,.
CC(C)C(NC(=O)CNC(=O)OC(C)(C)C)C(=O)NCc1ccccc1 (stereo unspecified),7,1,.,0,.,-9,0,-9
CC(=O)N1[C@@H]2c3cccc(=O)n3C[C@H]1[C@H](CO)[C@H]2C(=O)N1CCc2ccccc2C1,1[16.7 µM],-11,-1.8,-1,1,.,2,.
Nc1cc(N)nc(SCC(=O)Nc2ccc3c(c2)OCO3)n1,-1,-1,3.3,-1,-2,4,1,-9
CCn1c(=O)c2c(nc3n2CCCN3c2cccc(C)c2)n(C)c1=O,-4,-19,-23,.,-2,-2,.,-1
Cc1nc2ccccc2nc1N/N=C/c1ccc(O)cc1,-7,-2,1.1,.,37,-9,.,9
O=C(C[C@@H]1C=C[C@@H](NC(=O)C2CC2)[C@H](CO)O1)Nc1ccccc1,.,-9,1.2,0,0,7,-4,.
CCOCCCNC(=O)C1CCN(S(=O)(=O)c2c(C)noc2/C=C\c2ccc(OC)cc2)CC1,-1,2,.,1,.,12,2,5
Cc1cccc(C)c1NC(=O)CN(Cc1ccccc1)Cc1ccccc1,-9,8,3.7,1,8,-16,-5,-1
CC1(C(=O)NCCC#N)CCN1C(=O)C1(c2ccccc2)CC1 (stereo unspecified),1,6,-1.6,1,.,.,3,-7
O=C(c1cc(C2CC2)nn1-c1ccccc1)N1CCN(S(=O)(=O)c2ccccc2F)CC1,-7,5,-1.9,-1,.,-1,3,5
N/C(=N\OC(=O)c1ccccc1)c1ccccn1,-8,-38,.,-7,8,.,3,4
CCOc1ccccc1NC(=O)c1ccc2c(=O)n3c(nc2c1)CCCCC3,0,-11,2.0,9,-3,9,-1,2
Cc1nn(-c2ccccc2)c(/N=C/c2ccc(O)cc2)c1-c1ccccc1,-8,6,.,-5,-16,19,5,10
O=S(=O)(c1ccc(-c2ccccc2)cc1)N1CCN(Cc2ccc(OCCO)cc2)CC1,.,.,4.7,-3,.,12,-3,.
COc1ccc(NC(=O)CCC2CCCC2)cc1OC,4,2,.,-1,.,-1,0,2
O=C(NCc1cccs1)c1cc2c(s1)-c1ccccc1OC2,6,-1,-0.2,0,-7,-7,-2,-14
C[C@@H]1CN([C@H](C)CO)C(=O)Cc2cc(NC(=O)CCCCCC(=O)Nc3ccccc3N)ccc2O[C@@H]1CN(C)S(C)(=O)=O,4[16.7 µM],3,0.4,0,15,8,-2,.
COc1ccc(S(=O)(=O)N2CCC(C(=O)N(CC(C)C)C3CCS(=O)(=O)C3)CC2)cc1OC (stereo unspecified),-2,5,2.1,.,3,-5,3,1
COc1cc(Cl)c(C)cc1NC(=O)CSC,7,-1,.,-1,-9,-3,0,.
